Bioassay records from PubChem BioAssay.
AT treatment: candidate therapy for ataxia-telangiectasia. […] A-T fibroblasts, KAP-1 phosphorylation AlphaLISA; neocarzinostatin DNA damage 30 min before lysis. Potency, µM (series often up to 57.5 µM), for the others: at the top dose activation, usual class: activators. actives 0.19% (n = 320,000). AID 485349; further: potency means the concentration at half of the fitted maximal effect; % of control where 0% means no effect; nearly all actives have a fitted effect of over 45% in size
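ATM-like activity read as KAP-1 phosphorylation via AlphaLISA donor/acceptor antibody pairs after lysis and 6 hr at 25C. Cells were ATM-null patient fibroblasts ([…], hTERT), dosed 60 min, then exposed to the DSB inducer NCS for 30 min.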
a7 integrin act: activates integrin-mediated alleviation for muscular dystrophy | Potency, µM (titrated, usually from 38.3 µM), for inactives: at the highest dose activation, most hits filed as activators | alpha7betagal myoblasts, beta-gal FDG fluorescence, 48 h | actives 0.064% (n = 350,000);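 further: potency means the concentration at half of the fitted maximal effect; 100% = response of the positive control SU9516; nearly all actives have a fitted effect of over 60% in size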
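Alpha7betagal+/- myoblasts (passage 13) were plated 16-24 hr, then exposed to compounds (1:260 dilution of DMSO stock) for 48 hours at 37C. After MPER lysis, β-galactosidase reporter activity was read as FDG fluorescence (ex 480/em 540) after 30 minutes.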
Tb PFK inh: blocks T. brucei phosphofructokinase; AID 485367; T. brucei PFK, ADP-Glo luminescence; actives 0.17% (n = 330,000); Potency, µM (titrated, usually from 57.5 µM), for the others: at the highest dose activity, negative = inhibition, actives largely listed as inhibitors;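 further: potency means the concentration at half of the fitted maximal effect; 0% = uninhibited 1x PFK enzyme wells and -100% = no-enzyme wells; nearly all actives have a fitted effect of over 60% in size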
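Compounds were pin-transferred as a titration series up to 57 uM into substrate buffer (0.5 mM F6P, 0.1 mM ATP, pH 8.0), then 1.25 nM PFK was added and reactions ran 45 min before ADP-Glo detection.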
PTAP TSG101 blk: blocks PTAP/TSG101 interaction to inhibit HIV-1 budding. Q99816. Fluorescence polarization, FITC-PTAP peptide / Tsg101 binding. Potency, µM (titrated, usually from 115 µM), for inactives: top-dose activity change, negative = inhibition, actives largely listed as inhibitors. 340,000 tested, under 10 active; active means well fitted inhibition curve with a large enough effect in the main read-out, with a control signal flat, not every such curve was filed as active; inconclusive means small, poorly fitted or top-dose-only effect, or effect the other way, or a change in a side signal; inactive means no such curve, though single readings can be large or run the other way; further: potency means the concentration at half of the fitted maximal effect; % of control where 0% means no effect
Target sequence (Q99816 whole entry, looked up): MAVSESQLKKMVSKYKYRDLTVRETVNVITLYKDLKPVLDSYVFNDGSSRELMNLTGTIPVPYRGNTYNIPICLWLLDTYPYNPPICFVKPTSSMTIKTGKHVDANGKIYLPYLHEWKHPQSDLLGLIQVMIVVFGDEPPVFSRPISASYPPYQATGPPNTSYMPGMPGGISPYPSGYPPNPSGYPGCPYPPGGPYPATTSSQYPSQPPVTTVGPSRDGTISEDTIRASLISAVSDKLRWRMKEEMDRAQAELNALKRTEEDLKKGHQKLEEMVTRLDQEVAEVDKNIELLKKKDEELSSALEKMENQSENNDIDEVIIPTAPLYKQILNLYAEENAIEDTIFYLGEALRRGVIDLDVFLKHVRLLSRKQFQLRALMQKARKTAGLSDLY
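Fluorescence anisotropy tracks displacement of a FITC-tagged PTAP peptide (50 nM) from the Tsg101 binding domain (10 uM), following a 20 min room-temperature incubation at pH 7.5.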
Eya2 phos inh: blocks the phosphatase activity of human Eya2; O00167; recombinant Eya2, OMFP fluorescence dephosphorylation (OMFP is methylfluorescein phosphate); Potency, µM (series often up to 76.9 µM), without a hit: at the highest dose activity, negative = inhibition, most hits filed as inhibitors; actives 0.006% (n = 330,000); further: potency means the concentration at half of the fitted maximal effect; on the % scale 0 is the no-effect control and ±100 the full control effect
Target sequence (O00167 whole entry, looked up): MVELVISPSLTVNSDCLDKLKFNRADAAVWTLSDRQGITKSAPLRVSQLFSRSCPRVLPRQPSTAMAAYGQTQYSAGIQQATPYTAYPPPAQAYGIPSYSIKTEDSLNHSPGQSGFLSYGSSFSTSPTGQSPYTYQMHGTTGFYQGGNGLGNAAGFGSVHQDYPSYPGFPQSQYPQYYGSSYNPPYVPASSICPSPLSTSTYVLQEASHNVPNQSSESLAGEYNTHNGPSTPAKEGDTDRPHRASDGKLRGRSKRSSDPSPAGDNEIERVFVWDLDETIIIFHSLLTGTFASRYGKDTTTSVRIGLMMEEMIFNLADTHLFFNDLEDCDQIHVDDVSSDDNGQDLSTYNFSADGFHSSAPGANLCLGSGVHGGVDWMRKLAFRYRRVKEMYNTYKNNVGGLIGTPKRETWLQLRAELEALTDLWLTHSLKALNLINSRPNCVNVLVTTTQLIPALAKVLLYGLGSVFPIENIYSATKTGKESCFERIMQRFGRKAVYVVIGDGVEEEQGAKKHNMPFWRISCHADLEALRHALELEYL
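Eya2 (0.2 uM) preincubated 10 min at ambient with compound, then OMFP substrate added at 50 uM; 10 min reaction in 50 mM HEPES pH 7.5, 50 mM NaCl, 5 uM MgCl2, 0.05% BSA, 1 mM DTT. Fluorescence read at Ex 485/Em 525 nm.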
Chronic BCR inh: inhibitors of chronic active B-cell receptor signaling; actives 0.05% (n = 340,000); AID 493014; ABC-DLBCL IkBa-CBG/CBR reporter, luminescence ratio, 4 h; Potency, µM (highest dose often 46.1 µM), for inactives: at the top dose ratio change, negative = lower green/red ratio, most hits filed as inhibitors; active means well fitted inhibition curve with a large enough effect in the signal ratio, with a control signal flat, not every such curve was filed as active; inconclusive means small, poorly fitted or top-dose-only effect, or effect the other way, or a change in a side signal; the % refers to the signal ratio;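 further: potency means the concentration at half of the fitted maximal effect; plate controls were basal doxycycline-induced cells for no effect and cells given 10 µM MG132 for full effect; MG132 reads +100%, hits lower the ratio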
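TMD8 ABC-DLBCL cells carrying doxycycline-inducible green luciferase fused to IkappaBalpha plus unfused red luciferase were exposed to compounds (up to 46 uM) for 4 hrs at 37C. Activity came from the overlap-corrected green/red luminescence ratio.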
TSHR antag: blocks TSH signaling through the human TSH receptor. P16473. TSHR-expressing cells, TSH-stimulated cAMP HTRF, 2 h; hits give low values. actives 0.2% (n = 330,000). activity change, negative = inhibition, % at 11.5 µM;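 active means activity change below a set negative limit, meaning inhibition stronger than a set level, cut at about -70% in these data; inconclusive means activity change between two set negative limits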; further: on the % scale 0 is the no-effect control and ±100 the full control effect
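Inhibition of cAMP made by TSHR-expressing cells under TSH stimulation (4nM final, EC80; 2 h, 37 deg C) is quantified with a one-step lysis HTRF kit, anti-cAMP cryptate versus cAMP-d2.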
Mito fusion yeast: mitochondrial division inhibition or fusion activation; S. cerevisiae fusion-defective mutant growth rescue, CellTiterGlo 48 h; Potency, µM (top dose mostly 46.1 µM), for inactives: at the highest dose growth rescue (activation), usual class: activators; actives 0.23% (n = 320,000); AID 485298;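 further: potency means the concentration at half of the fitted maximal effect; % of control where 0% means no effect; nearly all actives have a fitted effect of over 45% in size; temperature-sensitive fusion mutants such as fzo1-1 at 37 °C on non-fermentable ethanol glycerol medium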
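Read-out: ATP-based luminescence (CellTiterGlo, 10 min ambient) reporting growth of fusion-defective ts yeast after 48 hours at 37C on glycerol/ethanol YPEG medium in the presence of compound.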
TCR activator: T cell receptor activation. primary human leukocytes, anti-CD3, IL-2 HTRF, 48 h. 330,000 tested, under 10 active. AID 504894. Potency, µM (highest dose often 9.22 µM), for inactives: at the highest dose activation of IL-2 secretion, hits mostly activators; further: % of control where 0% means no effect
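IL-2 release read by HTRF sandwich (Eu cryptate donor, d2 acceptor, 665 nm emission) after 48 hr exposure of primary human leukocytes to compound together with anti-CD3 beads in the absence of co-stimulatory signals.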
ASM inhibitor: human S-ASM enzyme inhibition; placental ASM, HMU-PC fluorogenic substrate, 60 min; actives 0.006% (n = 340,000); Potency, µM (titrated, usually from 57.5 µM), for inactives: top-dose activity change, negative = inhibition, most hits filed as inhibitors; P17405; AID 504937; further: potency means the concentration at half of the fitted maximal effect
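qHTS format. ASM enzyme prepared from human placenta hydrolyses the fluorogenic substrate HMU-PC0 (9 uM final) over 60 min at 37 °C after a 10 min compound preincubation.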
ELG1 repair inh: ELG1-dependent DNA repair inhibition; actives 2.3% (n = 330,000); HEK293T ELG1-luciferase reporter, luminescence, 16 h; DNA damage induced by 5-fluorouridine; Potency, µM (titrated, usually from 46.1 µM), inactives show top-dose activity change, negative = inhibition, most hits filed as inhibitors; further: potency means the concentration at half of the fitted maximal effect; on the % scale 0 is the no-effect control and ±100 the full control effect; nearly all actives have a fitted effect of over 55% in size
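Quantitative HTS, concentration-response format. 2,000 cells/well co-treated with 5-fluorouridine and compound, 16 hr in 5% CO2 at 37 °C; ONE-Glo luminescence read after 30 min.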
* marks the source's active call; other numbers are inactive results; ? = inconclusive; . = not tested or not shown; [ ] = another dose, or the depositor's remark. Unless noted, the call rests on the fitted dose curve; in most records, active means well fitted curve in the direction sought with a large enough effect; inconclusive means small, poorly fitted or top-dose-only effect, or another doubt; inactive means no such curve, though single readings can be large; an effect the other way counts as inactive or inconclusive.

The first three compounds (preview)
mol | AT treatment | a7 integrin act | Tb PFK inh | PTAP TSG101 blk | Eya2 phos inh | Chronic BCR inh | TSHR antag | Mito fusion yeast | TCR activator | ASM inhibitor | ELG1 repair inh
Cn1cc(CN2CCC(Oc3ccc(C(=O)N4CCCC4)cc3)CC2)cn1 | 6% | -27% | 1% | -7% | -16% | 1% | -2 | -15% | -1% | 5% | 1%
CC1(C)CCc2cc(CN3CCN(c4ccccn4)CC3)ccc2O1 | -6% | 12% | -8% | 0% | -19% | -7% | -8 | 6% | 0% | -3% | ?
Cc1nn(Cc2ccc(Cl)c(Cl)c2)c(C)c1NC(=O)c1cc(-c2ccco2)on1 | -9% | -50%[inhibitor] | 4.8µM* | 3% | -5% | -4% | -23 | -2% | -4%[46.1 µM] | -6% | ?

This part in full (from the top)
mol | AT treatment | a7 integrin act | Tb PFK inh | PTAP TSG101 blk | Eya2 phos inh | Chronic BCR inh | TSHR antag | Mito fusion yeast | TCR activator | ASM inhibitor | ELG1 repair inh
Cn1cc(CN2CCC(Oc3ccc(C(=O)N4CCCC4)cc3)CC2)cn1 | 6% | -27% | 1% | -7% | -16% | 1% | -2 | -15% | -1% | 5% | 1%
CC1(C)CCc2cc(CN3CCN(c4ccccn4)CC3)ccc2O1 | -6% | 12% | -8% | 0% | -19% | -7% | -8 | 6% | 0% | -3% | ?
Cc1nn(Cc2ccc(Cl)c(Cl)c2)c(C)c1NC(=O)c1cc(-c2ccco2)on1 | -9% | -50%[inhibitor] | 4.8µM* | 3% | -5% | -4% | -23 | -2% | -4%[46.1 µM] | -6% | ?
O=C(Nc1cccnc1)c1cc(F)cc(F)c1 | 4% | -9% | 1% | 0% | -3% | -12% | -6 | -2% | -6% | -1% | 6%
COc1cc2c(cc1NC(=O)CN(C)Cc1nc3ccccc3c(=O)[nH]1)oc1ccccc12 | -1% | -18% | 1% | -3% | 6% | 1% | . | -1% | . | ? | ?
Cn1c(CNC(=O)Nc2ccccc2)nnc1SCc1ccccc1 | -1% | -3% | -2% | -9% | 0% | -9% | 8 | 2% | 9% | 1% | 20%
CCCCCOC(=O)Cn1c(N2CCOCC2)nc2c1c(=O)[nH]c(=O)n2C | -5% | -3% | 2% | 0% | -3% | 0% | 8 | 7% | -2% | 1% | 19%
Cc1cc(C)c(N(C(=O)c2csnn2)C(C(=O)NC2CCCC2)c2ccncc2)c(C)c1 (stereo not drawn) | -3% | 0% | 1% | 1% | 5% | ? | 5 | 1% | -1% | 3% | 4%
CCOCC(=O)Nc1ccc(Br)c(C)c1 | 5% | -9% | -1% | -1% | 15% | -1% | -10 | 3% | -3% | 3% | ?
O=C(COC(=O)C12CC3CC(CC(Br)(C3)C1)C2)Nc1cccc(S(=O)(=O)N2CCOCC2)c1 | 4% | -26% | 2% | -5% | 0% | ? | ? | . | -2%[46.1 µM] | -8% | 16µM*
CC(C)c1ccc2oc(-c3ccc(N)cc3)nc2c1 | 13% | 1% | -2% | -6% | -4% | ? | -27 | 21% | 0% | 33%[activator] | ?
CCCNC(=O)c1nnsc1Sc1ccc(Cl)cc1 | 2% | -19% | 2% | 1% | 5% | 3% | -5 | 2% | -4% | -1% | 13%
CC(=O)Nc1ccn(Cc2c(F)cccc2Cl)n1 | 6% | 26% | -3% | -3% | 21% | -1% | 1 | -1% | 10% | 2% | ?
CCC(=O)Nc1ccc(Cl)c(NC(=O)c2c(OC)cccc2OC)c1 | -1% | 4% | -8% | -1% | 2% | ? | 7 | 0% | . | -1% | -2%
NS(=O)(=O)c1ccc(CCNC(=O)COc2ccc3c4c(c(=O)oc3c2)CCC4)cc1 | 3% | -26% | 4% | -6% | -2% | 3% | -5 | -8% | 5% | -1% | 1%
Cc1cc2cc3c(cc2nc1SCC(=O)N1CCOCC1)OCO3 | -3% | 4% | -1% | 0% | 6% | ? | -11 | -1% | -1% | -2% | 1%
CSc1ccc(C(=O)C2CCCN(C(=O)c3ccsc3)C2)cc1 (stereo not drawn) | 2% | 17% | -1% | -4% | -5% | 5% | 2 | 7% | -5% | -2% | -7%
CCOc1ccc(NC(=O)c2ccco2)c([N+](=O)[O-])c1 | -4% | 13% | -10% | -2% | -11% | ? | 4 | -3% | 8%[46.1 µM] | -3% | ?
Cc1ccc(S(=O)(=O)NC(C(=O)N2CCOCCOCCOCC2)C(C)C)cc1 (stereo not drawn) | -9% | 28% | -4% | -2% | -14% | 12% | 5 | -9% | -1% | -3% | -11%
O=C(Nc1ncccn1)c1cc([N+](=O)[O-])cc([N+](=O)[O-])c1 | 4% | -30% | 6% | 1% | 1% | -3% | -2 | -5% | 4%[46.1 µM] | 1% | 2%
Cc1cc(C)cc(NC(=O)CCC(=O)Nc2cc(C)on2)c1 | 3% | 22% | -2% | 0% | 8% | -2% | 30 | 0% | -5%[46.1 µM] | 4% | -3%
CCOC(=O)c1ccc(N2C(=O)c3cccc4c(C(=O)O)ccc(c34)C2=O)cc1 | 0% | -8% | -6% | 0% | -20% | 1% | 5 | -1% | -4% | 4% | -7%
Cc1ccc(C)c(NC(=O)C(C)CC2COCCO2)c1 (stereo not drawn) | 27% | 15% | -2% | -6% | 25% | -6% | 29 | 5% | 1% | 0% | 9%
O=C1CC(NCc2cccs2)C(=O)N1c1ccc(Cl)cc1 (stereo not drawn) | -1% | 13% | -6% | -4% | -14% | ? | 21 | -2% | 3% | 3% | ?
Cc1ccc(-c2nnc(N3CCCCC3)c3ccccc23)cc1S(=O)(=O)NCC1CCCO1 (stereo not drawn) | -4% | -26%[7.66 µM] | 0% | -10% | 4% | ? | -18 | 4% | . | -3% | ?
CCc1c(C)nc2cc(-c3ccc(OC)cc3)[nH]n2c1=O | -1% | 13% | -8% | -2% | 8% | 5% | -12 | -1% | 2% | 0% | ?
N#Cc1ccc(C(=O)Nc2cccc3cccnc23)c(F)c1 | -5% | 5% | -6% | -4% | 11% | 20% | 5 | 9% | 4% | 7% | 14%
CCc1nc2ccccc2c(C(=O)OC2CCOC2=O)c1C (stereo not drawn) | 11% | -22% | 2% | -6% | 10%[15.4 µM] | 0% | 10 | -3% | -1% | 0% | 1%
O=C(CSc1nnc(C2CC2)n1C1CC1)c1ccccc1F | -2% | 8% | -3% | -1% | -4% | ? | -17 | 10% | -35% | -1% | ?
CN1/C(=C\C=N\O)C(C)(C)c2ccccc21 | -13% | 10% | 0% | -4% | 9% | -2% | -8 | 6% | -2% | 4% | -2%
CCOc1ccc2nc(NC(=O)CSc3nnc(-c4ccncc4)n3CC3CCCO3)sc2c1 (stereo not drawn) | 0% | -37% | -5% | -11% | 7% | 2% | -12 | 4% | . | -3% | ?
CCCS(=O)(=O)N1CCC(C(=O)NCCCN2CCC(Cc3ccccc3)CC2)CC1 | -1% | 25% | -3% | -6% | 10% | 0% | -2 | 0% | 1% | 6% | 9%
CC(=O)NCC(=O)N(Cc1ccco1)C1(C(=O)NC2CCCCC2)CCCCC1 | 4% | 8% | -7% | -3% | -12% | 11% | 1 | -1% | 4% | 6% | 12%
O=C(Nc1cc(Cl)ccc1-n1cncn1)c1ccc(F)c(S(=O)(=O)N2CCOCC2)c1 | 5% | 12% | -13% | 0% | 3% | 5% | -7 | 4% | 2% | -1% | 2%
COc1ccc(C(=O)NNC(=O)c2ccccc2[N+](=O)[O-])cc1Br | 1% | -7% | -1% | -8% | 5% | ? | -2 | -5% | 1%[46.1 µM] | -2% | -6%
